From PubChem
Anthrax LF inh2: Bacillus anthracis LF protease inhibitors, primary screen, biochemical, multiplex microsphere, MLPCN library; Lethal factor (Bacillus anthracis), P15917; multiplex microsphere protease cleavage assay; inhibition, % at 10 µM; hit rate 0.12% among 360,000; AID 588501, 2011; further: plate controls were buffer without enzyme for full effect and enzyme alone for no effect
GDH-TPI inh: GDH-TPI coupling enzyme inhibitors, primary screen, artefact control for M. tuberculosis FBA inhibitor project, biochemical, absorbance, full deck. GDH-TPI coupled enzyme counterscreen, NADH absorbance. hit rate 1.2% among 360,000. inhibition, % at 4.8 µM; in the data active means inhibition above about 30%;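 further: 0% = DMSO wells and 100% = wells lacking the enzyme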
BioA inh: M. tuberculosis BioA enzyme inhibitors, primary screen, biochemical, plate reader, single point, HTS | inhibition, % at 9.99 µM | 7,8-diaminopelargonic acid synthase BioA (Mycobacterium tuberculosis) | hit rate 0.096% among 360,000 | purified M. tuberculosis BioA enzyme; in the data active means inhibition above about 40%; inconclusive means no clear call, values can overlap the other calls
BoNT-A LC inh2: BoNT/A light chain protease inhibitors, primary screen, biochemical, flow cytometry, MLPCN library. hit rate 0.17% among 360,000. multiplex microsphere protease substrate cleavage. Botulinum neurotoxin type A light chain protease (Clostridium botulinum A str. ATCC 3502). inhibition, % at 10 µM; further: plate controls were buffer without enzyme for full effect and enzyme alone for no effect
BoNT F protease: BoNT/F light chain protease inhibitors, primary screen, biochemical, flow cytometry, MLPCN library. Multiplex microsphere protease cleavage assay. inhibition, % at 10 µM. hit rate 0.22% among 360,000; in the data active means inhibition above about 35%, passing the limit was not always enough; inconclusive means no clear call, values can overlap the other calls; further: plate controls were buffer without enzyme for full effect and enzyme alone for no effect
FadD28 FP inh: inhibitors of FadD28 bisubstrate probe binding, primary screen, biochemical, fluorescence polarization, single point; inhibition, % at 12.5 µM; hit rate 0.22% among 360,000; AID 588549, 2011; in the data active means inhibition above about 8.5%, passing the limit was not always enough; inconclusive means no clear call, values can overlap the other calls
Mtb FBA inh: Mtb FBA enzyme inhibitors, primary screen, biochemical, fluorescence, strain H37Rv. Fructose-bisphosphate aldolase (Mycobacterium tuberculosis (strain ATCC 25618 / H37Rv)), …. purified M. tuberculosis FBA, fluorescence read-out. inhibition, % at 1 µM. hit rate 2.3% among 360,000; in the data active means inhibition above about 27%;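 further: 0% = vehicle and 100% = reference inhibitor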
Target sequence (P9WQA3 whole entry, looked up): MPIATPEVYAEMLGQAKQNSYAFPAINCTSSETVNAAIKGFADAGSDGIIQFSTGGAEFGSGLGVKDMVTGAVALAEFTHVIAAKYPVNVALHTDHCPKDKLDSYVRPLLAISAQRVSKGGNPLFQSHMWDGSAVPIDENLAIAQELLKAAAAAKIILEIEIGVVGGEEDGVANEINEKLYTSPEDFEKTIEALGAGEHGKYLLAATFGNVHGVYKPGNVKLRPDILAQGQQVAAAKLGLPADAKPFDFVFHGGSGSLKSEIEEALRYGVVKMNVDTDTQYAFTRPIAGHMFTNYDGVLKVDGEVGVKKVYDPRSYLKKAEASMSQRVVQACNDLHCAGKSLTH
UGM FP inh: M. tuberculosis UGM enzyme inhibitors, primary screen, biochemical, fluorescence polarization, single point; purified UGM, fluorescence polarization probe displacement; hit rate 0.06% among 320,000; AID 504406, 2011; inhibition, % at 10 µM; UDP-galactopyranose mutase (Mycobacterium tuberculosis (strain ATCC 25618 / H37Rv)), …; in the data active means inhibition above about 10%, passing the limit was not always enough; inconclusive means no clear call, values can overlap the other calls
Target sequence (P9WIQ1 whole entry, looked up): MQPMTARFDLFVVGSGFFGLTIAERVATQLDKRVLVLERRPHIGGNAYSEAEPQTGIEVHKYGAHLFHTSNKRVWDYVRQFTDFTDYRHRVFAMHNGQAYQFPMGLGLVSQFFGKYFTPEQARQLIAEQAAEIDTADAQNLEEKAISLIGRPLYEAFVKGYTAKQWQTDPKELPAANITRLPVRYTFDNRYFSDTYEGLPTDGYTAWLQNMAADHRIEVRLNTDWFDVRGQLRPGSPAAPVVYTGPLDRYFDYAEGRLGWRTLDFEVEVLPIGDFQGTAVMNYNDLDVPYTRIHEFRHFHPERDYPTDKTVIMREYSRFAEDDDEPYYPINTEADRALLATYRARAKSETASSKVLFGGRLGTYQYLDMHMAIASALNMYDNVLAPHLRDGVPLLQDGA
PfHsp40 rescue: rescue of yeast from PfHsp40 toxicity, primary screen, S. cerevisiae, ATP luminescence; growth rescue, % at 12.5 µM; S. cerevisiae expressing PfHsp40, growth rescue; AID 504582, 2011; hit rate 0.68% among 340,000; in the data active means growth rescue above about 28%, passing the limit was not always enough; inconclusive means no clear call, values can overlap the other calls;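 further: yeast W303a lacking pdr1 and pdr3 grown in galactose medium; growth measured after three days at 30 °C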
Numbers without * were called inactive; ? = inconclusive; . = not tested or not shown; + = active, no number; & = joins results of further samples. Unless noted, no stated cut-off is given here; in the data, active means inhibition above about 30%; inconclusive means no clear call, values can overlap the other calls; inactive means below that.

SMILES	Anthrax LF inh2	GDH-TPI inh	BioA inh	BoNT-A LC inh2	BoNT F protease	FadD28 FP inh	Mtb FBA inh	UGM FP inh	PfHsp40 rescue
O=C(CNC(=O)c1ccccc1Br)N/N=C\c1cc([N+](=O)[O-])cc(Br)c1O	0	13	1.4	-1.0	-7	2.2	-2	6.1	2.5
CC1CCCC(NC(=O)c2nn(C)c3c2CS(=O)(=O)c2ccccc2-3)C1C (configuration not stated)	0	2	0.8	-0.8	-3	-1.2	1	3.1	0.0
CCCCC(=O)N(C)c1c(C)nc2ccc(C(=O)NCCN(C)C)cn12	-5	-5	-0.2	-0.5	-5	-2.4	2	.	.
C/C=C/C(=O)N1CC2(CC(c3cccc(NC(=O)CC)c3)=NO2)C[C@H]1C(N)=O (some centres not stated)	-3	12	-2.1	-0.9	-10	-0.8	3	3.2	0.4
Cc1cc2cc3c(cc2nc1SCC(=O)O)CCC3	-2	10	.	-1.6	-10	-0.4	-2	-1.6	11
O=C(NNc1c2ccccc2nc2ccccc12)c1ccc(O)cc1	-1	6	.	0.2	-9	4.2	13	-1.9	-1.0
CNC(=O)c1cc(Oc2ccc(NC(=O)Nc3ccc(Cl)c(C(F)(F)F)c3)cc2)ccn1	-6	-8	-2.6	-0.6	-3	-3.4	0	-3.1	?
CC(C)C(NC(=O)c1ccc(C(C)(C)C)cc1)C(=O)Nc1cccc(S(N)(=O)=O)c1 (configuration not stated)	-1	5	1.1	-0.1	-1	-4.1	6	-0.8	1.8
O=C(CCCn1cnc([N+](=O)[O-])n1)Nc1ccc(Cl)c(Cl)c1	-6	6	4.2	-0.5	-2	-5.8	0	-0.1	1.2
Cc1ccc(C(C(=O)NCCc2ccccc2)N(C(=O)c2csnn2)C2CC2)cc1 (configuration not stated)	-9	-4	1.0	-2.7	-20	-4.5	-1	2.7	1.2
Cc1cc(=O)oc2c3c(cc(OCC(=O)NCCC(=O)O)c12)OC(C)(C)CC3	6	25	1.6	1.2	7	-0.8	+	2.5	-0.3
CCOC(=O)N1CCC(N2CCN(c3ccccc3)CC2)CC1	-4	-4	-1.2	-3.8	-8	0.1	1	-1.3	0.2
CC1CCCC(C)N1C(=O)c1ccccc1Nc1ccc(SC(F)F)cc1 (configuration not stated)	-4	7	1.2	-1.1	-32	-3.2	1	1.7	7.5
CNCCOc1ccccc1-c1ccccc1	-6	1	-0.2	-0.1	-5	-1.4	1	0.8	-0.5
CCOC(=O)N1CCC(N2C(=O)c3ccccc3C2Nc2cc(C)cc(C)c2)CC1 (configuration not stated)	-9	6	9.7	-0.9	-2	-1.3	12	1.0	1.2
Cc1ccc(NC(=S)N/C(=N/S(=O)(=O)c2ccccc2)c2ccccc2)cc1	1&3	11&0	0.1&1.0	0.4&-0.3	-8&7	-5.3&-3.9	-2&0	0.0	8.0&5.7
CC(=O)NC1CC2CCCC(C1)N2C(=O)Nc1cccc(C(C)=O)c1 (configuration not stated)	7	13	-3.1	-2.0	?	-1.6	5	.	-1.5
Cn1nc(C(C)(C)C)cc1N1C(=O)CCC1(C)C(=O)NCc1ccccc1 (configuration not stated)	-4	.	-1.1	-0.5	2	-0.3	3	.	.
CC1(C)CC=CC(COC(=O)c2ccccc2C(=O)O)C1 (configuration not stated)	-2	-4	.	-0.3	-7	-2.1	0	.	1.4
C=CC(COCc1ccccc1)N(CC(=O)OC)S(=O)(=O)c1cc(Br)ccc1OC (configuration not stated)	-7	0	-0.2	-0.2	-2	0.1	1	4.6	2.8

Another view of some results above.
Fields – Anthrax LF inh2, GDH-TPI inh, BioA inh, BoNT-A LC inh2, BoNT F protease, FadD28 FP inh, Mtb FBA inh, UGM FP inh, PfHsp40 rescue
- CC1CCCC(NC(=O)c2nn(C)c3c2CS(=O)(=O)c2ccccc2-3)C1C (configuration not stated)
→ 0, 2, 0.8, -0.8, -3, -1.2, 1, 3.1, 0.0
- CCCCC(=O)N(C)c1c(C)nc2ccc(C(=O)NCCN(C)C)cn12
→ -5, -5, -0.2, -0.5, -5, -2.4, 2, ., .
- C/C=C/C(=O)N1CC2(CC(c3cccc(NC(=O)CC)c3)=NO2)C[C@H]1C(N)=O (some centres not stated)
→ -3, 12, -2.1, -0.9, -10, -0.8, 3, 3.2, 0.4
- Cc1cc2cc3c(cc2nc1SCC(=O)O)CCC3
→ -2, 10, ., -1.6, -10, -0.4, -2, -1.6, 11

Part of the list above, in CSV form.
compound,Anthrax LF inh2,GDH-TPI inh,BioA inh,BoNT-A LC inh2,BoNT F protease,FadD28 FP inh,Mtb FBA inh,UGM FP inh,PfHsp40 rescue
Cc1ccc(NC(=S)N/C(=N/S(=O)(=O)c2ccccc2)c2ccccc2)cc1,1&3,11&0,0.1&1.0,0.4&-0.3,-8&7,-5.3&-3.9,-2&0,0.0,8.0&5.7
CC(=O)NC1CC2CCCC(C1)N2C(=O)Nc1cccc(C(C)=O)c1 (configuration not stated),7,13,-3.1,-2.0,?,-1.6,5,.,-1.5
Cn1nc(C(C)(C)C)cc1N1C(=O)CCC1(C)C(=O)NCc1ccccc1 (configuration not stated),-4,.,-1.1,-0.5,2,-0.3,3,.,.

More results follow.
SMILES	Anthrax LF inh2	GDH-TPI inh	BioA inh	BoNT-A LC inh2	BoNT F protease	FadD28 FP inh	Mtb FBA inh	UGM FP inh	PfHsp40 rescue
Cc1cccc(N2CCN(C(=O)CCS(=O)(=O)c3ccc4c(c3)oc(=O)n4C)CC2)c1C	-2	13	5.8	-0.2	1	-1.7	3	0.2	0.5
COCOCCn1cc(CN2CCS(=O)(=O)N(Cc3ccc(-c4ccncc4)cc3)C(CC(C)C)C2=O)nn1 (configuration not stated)	-3	-4	.	-0.2	-9	-3.2	1	.	.
Cc1ccc(C)c(NC2=NCC(=O)N2c2ccc3c(c2)OCCO3)c1	-8	-2	0.4	-3.4	-40	-2.4	4	-0.4	1.5
N#C/C(=C/c1ccc(Sc2nc3ccccc3[nH]2)o1)c1cccc(F)c1	-2	14	1.1	-0.3	-2	-24	-1	-1.1	0.5
Cc1ccc(CCN2CCN=C2N(C)C)cc1	-2	-5	-0.5	0.6	2	-3.8	0	-2.1	-1.3
Oc1ccccc1-c1nc2c3ccccc3c3ccccc3c2[nH]1	-2	12	-1.6	-4.3	-6	-1.0	94*	2.1	-0.6
COc1cccc(C(=O)Nc2cccc(-c3ccccc3)c2)c1	-5	-7	-0.3	0.8	?	-4.4	-4	-5.2	11
CC(C)(C)NC(=O)C(c1ccc(-c2ccccc2)cc1)N(C[C@H]1CC[C@@H]([C@@H]2CC[C@H](CO)O2)O1)C(=O)c1ccccc1F (some centres not stated)	-8	1	0.4	-0.2	4	-0.5	3	.	0.6
N#CCSc1nc2c(cc1C#N)CCCCCC2	-3	8	3.1	-0.2	-12	-3.9	9	0.8	0.3
COc1ccc(-c2nc(N)n[nH]2)cc1	1	2	-1.8	0.3	6	-3.5	2	1.4	0.0
CC1CCCC(C)N1CCCNC(=O)C(=O)Nc1ccc2nc3n(c(=O)c2c1)CCCCC3 (configuration not stated)	-3	6	-1.4	-1.1	7	-1.3	0	-3.2	1.6
CCCCc1nnc(NC(=O)c2ccc(OCc3c(C)noc3C)cc2)s1	-4	10	.	1.2	5	-0.1	3	.	-0.4
CN(C(=O)COC(=O)C1=COCCO1)C1(C#N)CCCCC1	-13	13	-4.2	-0.9	-8	-1.0	4	0.4	-0.4
COc1ccc(NC(=O)C(=O)NNC(=O)c2cccs2)cc1	0	20	0.4	0.3	-2	1.0	2	-0.8	0.5
COc1ccc(C2=NOC(C(=O)Nc3ccc(C(C)=O)cc3)C2)cc1OC (configuration not stated)	-4	4	9.8	1.3	4	-1.4	2	2.7	0.9
Cc1cc(C)c(C(N)=O)c(Nc2cccc(Cl)c2C)n1	-2	4	1.3	-0.6	2	-1.4	2	-0.6	-0.6
CC1C(=O)N2CCCc3cc(NS(C)(=O)=O)cc1c32 (configuration not stated)	1	-7	0.3	-2.6	-2	0.4	-1	4.3	-0.5
CN(C)CCCNC(=O)c1ccc(CN(c2ccccc2)S(C)(=O)=O)cc1	-3	0	0.3	0.4	0	-0.4	0	-0.7	1.3
O=C(OCc1ccccc1)C1CCN(S(=O)(=O)c2cccs2)CC1	-3	-5	1.8	0.1	2	-2.8	-2	.	.
Cc1ccc2nc(-c3ccco3)c(Cc3cccc(Cl)c3)n2c1	-10	.	-0.8	0.8	0	-4.6	30*	.	.
CCCS(=O)(=O)n1nc(-c2ccc(Br)cc2)cc1N	-1	-8	-0.2	-0.1	-6	-1.9	-2	1.6	0.0
COc1ccc(/C=N/Nc2nc(N3CCCC3)nc(N3CCCC3)n2)cc1	-7	12	1.3	-0.2	-8	-0.6	-2	-1.8	2.6
CCCCC1=CC2=CC(=O)C(C)(OC(=O)C3CCCC3)C(=O)C2=CO1 (configuration not stated)	-5	3	-1.1	1.9	5	3.8	-2	0.9	2.2
CNC[C@@H]1OCc2cnnn2CCCC(=O)N([C@H](C)CO)C[C@H]1C	-6	-2	-0.6	0.1	0	-0.1	-1	.	.
COc1ccccc1CC(NC(C)=O)C(=O)NC1CCN(C(=O)NCc2ccccc2)CC1 (configuration not stated)	-4	1	.	-2.6	-5	.	0	.	0.3
CCOc1ccc(CCNS(=O)(=O)c2c(C)n[nH]c2C)cc1OCC	1	7	-0.8	0.3	-1	-1.4	3	-0.4	-0.5
COc1ccc(-c2n[nH]c(=S)n2C2CCCCC2)cc1	-2	0	.	0.5	4	-2.7	0	-1.2	1.6
Cc1ccc(/C=N/c2sc3c(c2C#N)CCC3)o1	-4	3	1.5	0.3	-8	-0.5	-1	1.1	-1.0
O=C(OCc1c(-c2ccccc2)ncc2ccccc12)c1ccco1	-6	0	0.8	-0.5	-1	-3.0	0	-0.5	0.9
COC(=O)c1cc(OC)c(OC)cc1N=CC1=C(O)CC(C)(C)CC1=O	1	9	1.1	-1.5	-20	-2.2	3	1.5	-0.4
COc1ccccc1N(O)C1CC(=O)N(c2ccc(F)cc2)C1=O (configuration not stated)	-2	0	-1.6	-0.2	6	1.1	1	1.1	1.2
CN1CCN(S(=O)(=O)c2cc([N+](=O)[O-])ccc2N/N=C/c2ccc(Cl)cc2)CC1	0	-4	2.1	-0.2	-1	-4.5	-3	-0.1	1.3
Cc1ccc(C(=O)Nc2nnc(S(=O)(=O)N3CCC(C)CC3)s2)cc1	0	-3	0.4	-0.1	2	-4.4	1	0.0	-1.1
CC(C)=CCC[C@](C)(O[C@@H]1O[C@H](CO[C@@H]2O[C@H](CO)[C@@H](O)[C@H](O)[C@H]2O)[C@@H](O)[C@H](O)[C@H]1O)C1CC[C@]2(C)C1C(=O)CC1[C@@]3(C)CC[C@H](O[C@H]4O[C@@H](CO)[C@H](O)[C@@H](O)[C@@H]4O)C(C)(C)C3CC[C@]12C (some centres not stated)	2	-3	-0.4	-0.3	-3	-2.8	-2	0.6	-1.4
C=CCn1c(SC(C)C(=O)c2c(N)n(C)c(=O)n(C)c2=O)nnc1-c1ccoc1C (configuration not stated)	5	-1	0.7	-0.2	6	-2.0	2	0.6	0.2
NC(=O)CCc1c[nH]c2ccccc12	-1	-6	0.0	1.0	-3	-0.2	7	-1.2	-0.5
CCOc1ccccc1N1CCN(C(=O)C(Sc2ccccc2)c2ccccc2)CC1 (configuration not stated)	-3	8	-1.9	0.4	-5	-0.9	-1	-0.4	4.5
